rTrxR1 inhibitor = qHTS Assay for Inhibitors of Mammalian Selenoprotein Thioredoxin Reductase 1 (TrxR1): qHTS | Thioredoxin reductase 1, cytoplasmic (Rattus norvegicus), O89049 | recombinant rTrxR1, NADPH fluorescence consumption, selenite substrate | Potency, µM (highest dose often 114 µM), inactives show at the top dose activity change, negative = inhibition, actives largely listed as inhibitors | 390,000 tested, 1% active | AID 588453, 2011; note: potency is the fitted concentration of half-maximal effect; % is set by controls: 0 for no effect and ±100 for the full control effect; nearly all actives have a fitted effect of over 65% in size
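Rat TrxR1 (90 nM in the dispensed reagent) was pre-reduced with 400 uM NADPH for 5 min at room temperature, then incubated with compound for 15 min. After 400 uM selenite was added, NADPH fluorescence (Ex 340/Em 450 nm) was followed for 8 min.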
Tb PGK inh = qHTS Assay to Find Inhibitors of Phosphoglycerate Kinase; Phosphoglycerate kinase, glycosomal (Trypanosoma brucei brucei), P07378; PGK/GAPDH coupled, Kinase-Glo luminescence, 60 min; Potency, µM (doses to about 57.5 µM), for inactives: at the top dose activity change, negative = inhibition, hits mostly inhibitors; 380,000 tested, 0.043% active; AID 602233, 2012; note: potency is the fitted concentration of half-maximal effect; % is set by controls: 0 for no effect and ±100 for the full control effect; nearly all actives have a fitted effect of over 60% in size
Target sequence (P07378 whole entry, looked up): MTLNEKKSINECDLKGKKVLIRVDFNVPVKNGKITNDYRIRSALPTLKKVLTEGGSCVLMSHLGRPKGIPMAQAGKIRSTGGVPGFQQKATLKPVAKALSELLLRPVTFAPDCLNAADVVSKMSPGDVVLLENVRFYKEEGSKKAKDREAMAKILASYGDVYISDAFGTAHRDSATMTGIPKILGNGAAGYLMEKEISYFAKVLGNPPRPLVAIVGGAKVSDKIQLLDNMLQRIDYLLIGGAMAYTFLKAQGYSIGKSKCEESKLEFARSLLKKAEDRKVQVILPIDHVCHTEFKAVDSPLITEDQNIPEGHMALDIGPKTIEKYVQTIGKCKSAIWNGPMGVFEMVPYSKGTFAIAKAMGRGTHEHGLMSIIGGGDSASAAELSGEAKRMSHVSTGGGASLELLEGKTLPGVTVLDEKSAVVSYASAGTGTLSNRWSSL
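Luminescent ATP detection (Kinase-Glo Plus) follows a 60-minute room-temperature incubation, with wells lacking PGK as controls. Buffer: 100 mM TEA (pH 7.6), 5 mM MgCl2, 0.01% Tween-20. Coupling enzyme GAPDH (100 nM final) supplies unstable 1,3-BPG in-well.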
TrxR1 substrate = qHTS Assay for Substrates of Mammalian Selenoprotein Thioredoxin Reductase 1 (TrxR1): qHTS | Thioredoxin reductase 1, cytoplasmic (Rattus norvegicus), O89049 | purified TrxR1 substrate turnover, NADPH consumption readout | Potency, µM (doses to about 114 µM), without a hit: top-dose activity change, negative = substrate turnover | 390,000 tested, 0.01% active | AID 588456, 2011; note: potency is the fitted concentration of half-maximal effect; % is set by controls: 0 for no effect and ±100 for the full control effect; nearly all actives have a fitted effect of over 50% in size
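Rat TrxR1, dispensed at 90 nM, was prereduced with 400 uM NADPH (final) for 5 min at ~22 deg C, then incubated with compound 15 min before 400 uM selenite. A first-read NADPH fluorescence drop versus no-compound background flagged substrates.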
PI4K2A inh = qHTS for small molecular inhibitors of PI4K2A. purified PI4K2A, ADP-Glo luminescence, 1 h; hits give low values. activity change, negative = inhibition, % at 76.9 µM. 420,000 tested, 0.13% active. AID 1346378, 2018; in the data active = activity change below about -50%; inconclusive = mostly about -30% to -49%;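 note: -100% = wells without enzyme as full effect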
Target sequence (Q9BTU6 whole entry, looked up): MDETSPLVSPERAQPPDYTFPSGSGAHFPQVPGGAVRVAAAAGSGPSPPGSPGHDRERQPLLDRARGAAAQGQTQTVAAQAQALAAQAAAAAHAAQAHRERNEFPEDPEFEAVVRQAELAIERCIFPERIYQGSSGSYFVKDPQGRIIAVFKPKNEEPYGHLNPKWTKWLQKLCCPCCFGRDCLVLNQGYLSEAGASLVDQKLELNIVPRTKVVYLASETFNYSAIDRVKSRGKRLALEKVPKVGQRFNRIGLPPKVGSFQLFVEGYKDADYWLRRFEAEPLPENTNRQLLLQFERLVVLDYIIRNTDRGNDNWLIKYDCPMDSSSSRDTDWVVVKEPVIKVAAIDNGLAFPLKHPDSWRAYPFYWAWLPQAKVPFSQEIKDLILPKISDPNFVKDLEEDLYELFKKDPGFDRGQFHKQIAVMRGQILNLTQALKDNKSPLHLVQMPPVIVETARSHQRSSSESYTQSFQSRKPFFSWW
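ADP-Glo luminescence measured ADP generated by PI4K2A enzyme (4 ug/mL before mixing) with 1.2 mM PI substrate (pre-mix) and 300 microM ATP (pre-mix). Tris pH7.5 buffer with MgCl2, Triton X-100; 1 h reaction at ambient temperature.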
mIDH1 inhibitor = qHTS for Inhibitors of mutant isocitrate dehydrogenase 1 (IDH1): qHTS | Potency, µM (top dose mostly 76.6 µM), inactives show at the top dose activity change, negative = inhibition, hits mostly inhibitors | 390,000 tested, 0.093% active | Isocitrate dehydrogenase [NADP] cytoplasmic (Homo sapiens), O75874 | IDH1-R132H enzyme, NADPH consumption, diaphorase/resazurin fluorescence; note: potency is the fitted concentration of half-maximal effect; % is set by controls: 0 for no effect and ±100 for the full control effect; nearly all actives have a fitted effect of over 65% in size
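IDH1-R132H (0.5 ug/mL dispensed) in pH 7.5 Tris buffer was preincubated 30 min with compound, then given a substrate mix of 0.016 mM NADPH and 2 mM alpha-KG for 80 min at room temperature; remaining NADPH was read by diaphorase/resazurin fluorescence.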
GLS inh = qHTS for Inhibitors of Glutaminase (GLS); GLS enzymatic activity, qHTS titration; Glutaminase kidney isoform, mitochondrial (Homo sapiens), O94925; Potency, µM (highest dose often 45.5 µM), inactives show at the top dose activity change, negative = inhibition, hits mostly inhibitors; 410,000 tested, 0.21% active; note: potency is the fitted concentration of half-maximal effect; % is set by controls: 0 for no effect and ±100 for the full control effect
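Assay buffer: 45 mM KH2PO4 pH 8.2, 0.02% Tween-20. hKGA acts on L-glutamine (1 mM solution added); product glutamate is reported by an oxidase/peroxidase Amplex Red coupling, with fluorescence taken at baseline and 30 min.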
Pin1 inh = qHTS Assay to Find Inhibitors of Pin1 | Potency, µM (top dose mostly 115 µM), without a hit: at the top dose activity, negative = inhibition, hits mostly inhibitors | Peptidyl-prolyl cis-trans isomerase NIMA-interacting 1 (Homo sapiens), Q13526 | 390,000 tested, 0.009% active | Pin1 FP peptide displacement, HiFluor488, 10 min; active = well fitted inhibition curve with a large enough effect in the polarisation, with a control signal flat, not every such curve was filed as active; inconclusive = small, poorly fitted or top-dose-only effect, or effect the other way, or a change in a side signal; inactive = no such curve, though single readings can be large or run the other way; the % refers to the polarisation; note: potency is the fitted concentration of half-maximal effect; % is set by controls: 0 for no effect and ±100 for the full control effect
HP1b chromo inh = HTS for Inhibitors of HP1-beta Chromodomain Interactions with Methylated Histone Tails | AlphaScreen HP1-beta / biotin-H3K9me3 peptide binding | Potency, µM (doses to about 114 µM), inactives show at the highest dose activity change, negative = inhibition, usual class: inhibitors | Chromobox protein homolog 1 (Homo sapiens), P83916 | 390,000 tested, 0.56% active; note: potency is the fitted concentration of half-maximal effect; nearly all actives have a fitted effect of over 70% in size; inactives centre near 23
Target sequence (P83916 whole entry, looked up): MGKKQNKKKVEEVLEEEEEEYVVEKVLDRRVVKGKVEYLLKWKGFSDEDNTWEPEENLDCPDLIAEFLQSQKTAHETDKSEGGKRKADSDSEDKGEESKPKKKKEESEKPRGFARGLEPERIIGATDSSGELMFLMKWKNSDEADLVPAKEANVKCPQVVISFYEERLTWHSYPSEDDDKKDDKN
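AlphaScreen: HP1-beta (50 nM) preformed 30 min with biotin-H3(1-18)K9me3 peptide (50 nM) in PBS pH 7.4, 0.01% Tween-20. Compound added for 30 min at RT, then streptavidin donor/nickel chelate acceptor beads (10 ug/mL) for 30 min.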
USP1 inh = Inhibitors of USP1/UAF1: Primary Screen | Potency, µM (highest dose often 57.1 µM), for inactives: at the highest dose activity change, negative = inhibition, most hits filed as inhibitors | AID 743255, 2014 | recombinant USP1/UAF1, Ub-Rhodamine cleavage fluorescence | 390,000 tested, 0.23% active; note: potency is the fitted concentration of half-maximal effect; % is set by controls: 0 for no effect and ±100 for the full control effect; nearly all actives have a fitted effect of over 60% in size; inactives centre near -12
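Step one: compound is pinned into 1nM USP1/UAF1 in HEPES pH 7.8 buffer with TCEP. Step two: 15 min room-temperature incubation. Step three: Ub-Rho (150nM final) starts cleavage, tracked by fluorescence over six one-minute reads.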
Numbers without * were called inactive; i = inactive; ? = inconclusive; . = not tested or not shown; [ ] = remark or other dose. Unless noted, calls come from the whole dose curve; as a rule, active = well fitted curve in the direction sought with a large enough effect; inconclusive = small, poorly fitted or top-dose-only effect, or another doubt; inactive = no such curve, though single readings can be large; an effect the other way counts as inactive or inconclusive. This is a subset. The share of hits here may be higher or lower than overall.

Start of the data: the first 3 records, ahead of the listing:
SMILES | rTrxR1 inhibitor | Tb PGK inh | TrxR1 substrate | PI4K2A inh | mIDH1 inhibitor | GLS inh | Pin1 inh | HP1b chromo inh | USP1 inh
O=C(COC(=O)C12CC3CC(CC(O)(C3)C1)C2)Nc1cccc(Br)c1 | -9.1% | -6.0% | -1.5% | 2.7 | 2.2% | 3.4% | -6.5% | 6.2% | -16.6%
CCCCC1CCC(C(=O)NC2CCS(=O)(=O)C2)CC1 (centres undefined) | 25.9% | -0.8% | 0.8% | 1.5 | 2.5% | 8.6% | -9.9% | 38.1%[activator] | 4.7%
O=C(/C=C/c1ccccc1)NC(=S)Nc1ccc(CN2CCOCC2)cc1 | -54.5% | -5.2% | 9.0%[57.1 µM] | -3.9 | 5.6% | 4.5% | 4.9% | -22.3% | -14.4%

The list itself, from the first entry:
SMILES | rTrxR1 inhibitor | Tb PGK inh | TrxR1 substrate | PI4K2A inh | mIDH1 inhibitor | GLS inh | Pin1 inh | HP1b chromo inh | USP1 inh
O=C(COC(=O)C12CC3CC(CC(O)(C3)C1)C2)Nc1cccc(Br)c1 | -9.1% | -6.0% | -1.5% | 2.7 | 2.2% | 3.4% | -6.5% | 6.2% | -16.6%
CCCCC1CCC(C(=O)NC2CCS(=O)(=O)C2)CC1 (centres undefined) | 25.9% | -0.8% | 0.8% | 1.5 | 2.5% | 8.6% | -9.9% | 38.1%[activator] | 4.7%
O=C(/C=C/c1ccccc1)NC(=S)Nc1ccc(CN2CCOCC2)cc1 | -54.5% | -5.2% | 9.0%[57.1 µM] | -3.9 | 5.6% | 4.5% | 4.9% | -22.3% | -14.4%
Cc1ccc(S(=O)(=O)N(CC(=O)Nc2ccc(C)cc2C)C(=O)N2CCN(C)CC2)cc1 | 11.6% | 0.4% | -4.4%[57.1 µM] | 1.5 | -1.2% | -0.9% | ? | 12.7% | -17.4%
CC(C)c1ccc(CNC(=O)C2CC(=O)N(C3CCCCC3)C2)cc1 (centres undefined) | -0.6% | -6.9% | -11.5% | -2.4 | -0.4% | -6.0% | 7.1% | 25.8% | -2.3%
CC(C)(C)c1nnc2sc(SCC(=O)N3CCCCC3)nn2c1=O | -10.1% | -5.6% | -8.0% | 2.5 | 7.7% | -6.7% | 0.2% | 35.6% | -14.5%
O=c1c2cccnc2n(Cc2ccccc2F)c(=O)n1Cc1ccc(F)cc1 | 139.4%[activator] | -9.6% | 43.1%[activator] | -8.3 | 4.2% | -1.0% | 4.9% | 122.2%[activator] | ?
CCc1ccc(S(=O)(=O)Nc2c(C)nc3nc[nH]n3c2=O)cc1 | 3.3% | 5.9% | -1.1% | -15.7 | -2.4% | 33.6%[activator] | 2.9% | 6.3% | -16.3%
Cc1ccccc1S(=O)(=O)Cc1ccc(C(=O)N2CCN(c3ccccc3F)CC2)o1 | 5.7% | 9.1% | 5.1% | -6.1 | 2.8% | 0.8% | -0.5% | -2.5% | -20.7%
COCCNC(=O)c1cc(S(=O)(=O)N(C)c2ccccc2OC)ccc1C | 21.0% | -1.2% | 7.5% | 4.2 | 7.0% | 0.0% | -0.1% | 49.5%[activator] | -14.0%
Fc1ccc2c(c1)/C(=N/Nc1ccccn1)CCS2 | 25.9%[57.1 µM] | i | 7.7%[57.1 µM] | 0.9 | 14.3% | 0.1% | -4.5% | 9.2% | -14.3%
O=C(CN1C(=O)CSC1=O)Nc1ccccc1N1CCOCC1 | 13.0%[57.1 µM] | -8.4% | 15.4%[57.1 µM] | 0.9 | -1.8% | 16.8% | 0.1% | 58.2%[activator] | -22.2%
COc1ccc(N2CCN(CC(=O)NC(C)c3ccccc3)CC2)cc1 (centres undefined) | 26.1% | -1.5% | 1.6% | -0.8 | -7.8% | 34.3%[activator] | 3.4% | -0.5% | 6.5%
Cc1ccc(-n2cccc2/C=C2/C(=N)N3C(=NC2=O)SN=C3S(C)(=O)=O)cc1 | 4.2%[57.1 µM] | -12.1% | 3.3%[57.1 µM] | -3.8 | 2.3% | 17.7% | -1.1% | -23.6% | -11.6%
CN(C)S(=O)(=O)c1ccc2oc(SCC(=O)Nc3ccccc3F)nc2c1 | 25.0% | -8.2% | 2.1% | 2.8 | 6.2% | 3.8% | 0.0% | 37.4% | -4.5%
CC(=O)Nc1ccc(/C=C/c2nc3ccccc3[nH]c2=O)cc1 | -2.2% | -0.7% | 0.7% | -0.6 | -3.9% | 0.0% | 16.2% | 27.6% | 0.0%
O=C(CCCCn1c(=O)c2ccccc2n(CC(=O)Nc2ccc(F)cc2)c1=O)NCc1ccco1 | 4.6%[57.1 µM] | -2.5% | 6.8%[57.1 µM] | -4.8 | -0.8% | -0.7% | 2.1% | 1.3% | 1.7%
CC(C)CCN(C(=O)CNC(=O)c1ccco1)C(C(=O)NC1CCCCC1)c1cccnc1 (centres undefined) | 6.1%[57.1 µM] | 3.4% | 7.4%[0.0914 µM] | -4.1 | -1.2% | 14.7% | 0.5% | 32.7% | -0.1%
Cc1ccc(N=Nc2ccc(O)c3ncccc23)cc1C | -26.4% | 8.3% | -4.6% | 6.1 | 3.5% | 2.1% | -0.8% | -5.5% | -12.9%
CCOc1ccc(C(=O)N[C@H](C(=O)Nc2ccccc2OC)C(C)C)cc1 | 13.2% | i | -3.8% | 1.3 | 5.9% | -16.1% | -9.6% | 24.5% | -15.2%
Oc1c(CN2CCOCC2)cc(CN2CCOCC2)cc1CN1CCOCC1 | 11.9%[57.1 µM] | 5.3% | 11.1%[57.1 µM] | -3.0 | 2.7% | 26.3% | 7.3% | 21.0% | -6.2%
COc1ccc(C2C(C(=O)NCc3ccco3)CCC(=O)N2c2ccc(OC)cc2)cc1 (centres undefined) | -22.5% | -0.3% | 4.9% | -1.4 | -5.9% | 1.5% | -0.5% | 16.2% | 5.3%
CCOc1ccc(-c2c(C(=O)N/N=C/C3CCCCC3)nnn2-c2nonc2N)cc1 | 11.8% | 5.0% | 0.7% | -20.8 | 8.6% | 4.3% | 2.0% | 45.0%[activator] | -17.1%
Cc1c(NC(=O)Nc2ccccc2)c(=O)n(-c2ccccc2)n1C | -16.8% | i | -13.8% | 0.1 | 0.9% | 21.1% | 0.5% | 44.9%[activator] | -16.9%
CCC(=O)Nc1cc2c3c(c1)CCC(=O)N3CCC2 | 17.3% | -3.6% | 3.2% | 8.8 | 3.6% | -9.2% | 0.8% | 34.5% | -16.4%

(listing goes on)
SMILES | rTrxR1 inhibitor | Tb PGK inh | TrxR1 substrate | PI4K2A inh | mIDH1 inhibitor | GLS inh | Pin1 inh | HP1b chromo inh | USP1 inh
COc1cc(OC)cc(C(=O)N2CCN(Cc3ccccc3Br)CC2)c1 | 23.7% | -12.7% | 6.5% | 3.1 | 8.1% | 6.2% | 1.0% | ? | -22.6%
O=C(COC(=O)/C=C/c1ccc(Br)o1)NC1CCCCC1 | ? | -9.9% | 4.8% | -3.5 | -7.8% | ? | . | 7.9% | 2.0%
COc1ccc(OCC(=O)Nc2cccc3ncccc23)cc1 | 3.3%[57.1 µM] | -4.2% | -8.2% | -3.1 | 4.1% | -8.0% | -0.8% | 17.3% | -9.5%
CCc1ccc(NC(=O)CC2C(=O)OCCN2CC)cc1 (centres undefined) | 6.31µM* | -3.4% | 9.9%[11.4 µM] | -7.4 | 10.9% | -4.2% | 9.4% | 27.0% | -19.3%
O=C(CSc1nnnn1-c1ccc(F)cc1)NNC(=O)c1ccco1 | 1.7% | 7.7% | -0.1% | 0.2 | 14.4% | 14.6% | -2.1% | 55.1%[activator] | -10.3%
O=C(CCSCc1ccccc1Cl)NCc1ccc(F)cc1Cl | 4.1%[57.1 µM] | -8.3% | 3.3%[57.1 µM] | -9.0 | 12.0% | 8.1% | 6.1% | 96.9%[activator] | -1.6%
N#CCCN(C(=O)CSc1ncccn1)c1ccc2c(c1)OCCO2 | 26.7% | 9.4% | 5.0% | -2.3 | -3.3% | 1.2% | -6.5% | 45.5%[activator] | -23.1%
CCOC(=O)C(C(=O)OCC)C(Nc1ccccc1)c1ccccc1 (centres undefined) | ? | 9.2% | 6.1% | 21.1 | 1.9% | 9.9% | -1.9% | 29.4% | -18.3%
O=C(N/N=C/c1ccccn1)c1ccc(S(=O)(=O)N2CCCCCC2)cc1 | 17.0% | -2.4% | 9.1% | -2.0 | -6.3% | -2.1% | 10.1% | 11.3% | -7.3%
CCOC(=O)c1cccc(NS(=O)(=O)c2cn(C)c(C)n2)c1 | 11.1%[57.1 µM] | -8.6% | -2.3%[57.1 µM] | -1.0 | -9.9% | -0.9% | -8.8% | 28.5%[57 µM] | -26.7%

From PubChem BioAssay
